Compound activity from PubChem.
Smad3 inh: Smad3 (human) transcription factor binding inhibition; P84022; TR-FRET Smad3/Dy647-FoxH1 peptide binding, europium anti-His; inhibition, % at 25 µM; 88,000 compounds, 0.29% hits; AID 630;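 active = compounds that reduce the energy-transfer binding signal between the protein and its labelled peptide by more than half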;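 note: 0% = Smad3 plus labelled peptide maximal FRET and 100% = peptide-only background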
Candida biofilm: kills Candida albicans biofilms; 85,000 compounds, 0.14% hits; C. albicans biofilm + clotrimazole, Alamar Blue; inhibition, % at 6 µM;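 active = inhibition above 20%; inactive = inhibition below 20%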;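 note: preformed 24 hr biofilms exposed to compound for 48 hr; 0% = biofilm without compound and 100% = blank killed by clotrimazole plus chlorhexidine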
VCAM1 TNFa inh: reduces TNF alpha induced VCAM1 expression in HUVEC. HUVEC TNFa-induced VCAM-1 immunofluorescence, high-content imaging. inhibition, % at 2 µM. 95,000 compounds, 0.48% hits. AID 802;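 active = inhibition above the batch mean plus 3 SD, with images confirmed as a hit by eye, cut at about 37% in these data; inconclusive = inhibition above that limit but hit not confirmed in images; inactive = inhibition not above that limit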;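 note: 0% = TNF-stimulated DMSO wells and 100% = unstimulated control wells; not every result past the cut was called active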
F-actin modifier: alters cytoskeleton assembly in HUVEC cells. 91,000 compounds, 0.18% hits. inhibition, % at 2 µM. HUVEC TNFa F-actin phalloidin imaging, high content. AID 836;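 active = inhibition above the batch mean plus 3 SD and confirmed as a hit by visual image inspection, cut at about 30% in these data, passing the limit was not always enough; inconclusive = above the inhibition threshold but rejected on visual inspection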; note: strong numbers were not always called active
MT1-MMP txn act: MT1-MMP promoter transcription activation. HT1080 MT1-MMP promoter luciferase reporter, luminescence, overnight; hits give high values. 86,000 compounds, 0.16% hits. activation factor at 10 µM. AID 750;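 active = activation factor of at least 2 for MT1-MMP transcription at 10 µM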
LYP inh 2: LYP (human) phosphatase inhibition | Q9Y2R2 | recombinant LYP catalytic domain, DiFMUP fluorescence | inhibition, % at 2 µM | 96,000 compounds, 0.21% hits | AID 640;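 active = inhibition at 2 µM at or above a set limit, the screen mean plus 3 SD, cut at about 24% in these data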;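 note: 0% = DMSO with enzyme and 100% = enzyme fully blocked by orthovanadate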
Target sequence (Q9Y2R2 whole entry, looked up, the tested form may be a part): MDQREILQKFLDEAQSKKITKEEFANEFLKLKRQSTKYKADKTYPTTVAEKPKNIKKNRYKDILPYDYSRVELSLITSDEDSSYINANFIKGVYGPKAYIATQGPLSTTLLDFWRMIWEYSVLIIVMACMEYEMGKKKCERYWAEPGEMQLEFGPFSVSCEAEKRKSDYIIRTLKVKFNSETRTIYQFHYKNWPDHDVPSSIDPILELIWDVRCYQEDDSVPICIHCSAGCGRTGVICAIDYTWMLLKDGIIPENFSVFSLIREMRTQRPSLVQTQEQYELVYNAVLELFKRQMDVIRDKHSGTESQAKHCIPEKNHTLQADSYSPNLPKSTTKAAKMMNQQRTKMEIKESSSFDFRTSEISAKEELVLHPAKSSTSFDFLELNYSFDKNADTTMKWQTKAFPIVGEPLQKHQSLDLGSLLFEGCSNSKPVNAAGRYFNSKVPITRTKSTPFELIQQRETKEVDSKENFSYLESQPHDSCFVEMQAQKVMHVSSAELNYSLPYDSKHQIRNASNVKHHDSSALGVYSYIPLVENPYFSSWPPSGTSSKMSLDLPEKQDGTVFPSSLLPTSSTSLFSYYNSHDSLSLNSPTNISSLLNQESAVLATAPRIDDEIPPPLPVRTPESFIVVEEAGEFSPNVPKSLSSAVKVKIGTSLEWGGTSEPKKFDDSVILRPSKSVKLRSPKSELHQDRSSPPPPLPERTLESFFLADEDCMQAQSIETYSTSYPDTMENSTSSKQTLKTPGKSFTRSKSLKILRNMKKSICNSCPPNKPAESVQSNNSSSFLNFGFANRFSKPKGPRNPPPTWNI
hDAT+cocaine: human DAT dopamine uptake with cocaine, either direction; Q01959; LLC-PK1 hDAT cells, [14C]-dopamine uptake with cocaine IC80; actives deviate in either direction; B-score at 10 µM; 110,000 compounds, 1.3% hits;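 active = Z score or B-score, a plate-position-corrected score, falls beyond the plate's 99.7% confidence bounds, in either direction; inactive = both scores lie inside the 99.7% bounds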;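 note: scored against the spread of the other compound wells on the same plate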
HUVEC tox IL1B: HUVEC cytotoxicity counter-screen, IL-1B stimulated | HUVEC cell count loss, Hoechst imaging | 94,000 compounds, 0.41% hits | cell count reduction, % at 2 µM;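 active = cell count reduction more than 3 SD above the screen-wide mean, cut at about 70% in these data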;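 note: normalized per plate to untreated control cells as the no-loss baseline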
HUVEC tox TNFa: toxic to HUVEC cells under TNF alpha stimulation; HUVEC TNFalpha-stimulated, Hoechst cell count, imaging; cell count reduction, % at 2 µM; 93,000 compounds, 0.17% hits; AID 848;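 active = cell count reduction exceeding the screen mean by over 5 SD, scaled to untreated wells per plate, cut at about 78% in these data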;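 note: cells counted after 24 h of TNF alpha exposure following the 1 h pretreatment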
An asterisk follows results filed as active; ? = inconclusive; · = no result given; & = joins results of further samples; [ ] = another dose, or the depositor's remark. Some of the compounds tested; count on the stated rates, not on these rows.

Order of results: Smad3 inh, Candida biofilm, VCAM1 TNFa inh, F-actin modifier, MT1-MMP txn act, LYP inh 2, hDAT+cocaine, HUVEC tox IL1B, HUVEC tox TNFa
- Cc1ccc(N(CC(=O)Nc2cc(Cl)ccc2Oc2ccccc2)S(C)(=O)=O)cc1C
    ·, ·, -16.3, -11.4, ·, 5.5, 0.961, -9.3, -2.8
- CCCCCCOC(=O)CCc1c(C)nc(N)[nH]c1=O
    -6.5, 7.3, 16.3, 2.3, 1.3, -3.6, 1.36, -14.1, -24.9
- COc1cc(NC(=O)Cc2nn(C)c(=O)c3ccccc23)cc(OC)c1OC
    -10.9, 5.9, 5.2, 11.1, 1.1, -4.1, -1.6, ·, -8.5
- O=C(COC(=O)c1cccnc1Cl)c1ccccc1
    -3.2, 5.4, 7.1, -0.6, 1.3, -5.0, -1.55, 1.6, 2.4
- COc1ccc(CCNc2nc(-c3sc(C)nc3C)cs2)cc1OC
    -2.5, 3.2, 16.5, -10.0, 1, 2.6, 0.78, -15.3, -2.3
- CCCS(=O)(=O)c1c(S(=O)(=O)CCC)c2c(N)cccn2c1C(=O)c1ccc(F)cc1
    -0.6[fluorescence artefact?], -1.9, -3.6, 45.2, 1.2, 6.3, 0.763, 6.2, -3.3
- COC(=O)C1CCN(C(=O)Nc2ccc(OC)cc2)CC1
    -3.5, 4.3, -15.2, -30.7, 1.2, -9.5, -1.01, 0.6, 28.7
- CC(C)N1CC=C2C(C#N)=C(N)C(C#N)(C#N)[C@H](c3ccoc3)[C@H]2C1
    ·, ·, -18.0, 12.4, ·, 2.9, 0.017, 3.1, 15.7
- Cc1ccc(CNc2nc3ccccc3n3cnnc23)cc1
    ·, ·, 10.2, -9.8, ·, 15.1, -1.87, 4.0, -36.9
- C=CCc1cccc(CNc2c(C)n(C)n(-c3ccccc3)c2=O)c1O
    -1.7, -0.1, 5.4, 14.6, 1, -2.6, -0.105, 30.1, 1.5
- CC(C)c1ccc(CNC(=O)CSCC(=O)Nc2ccc3ccccc3c2)cc1
    ·, ·, 4.4, 8.2, ·, 7.5, -0.541, 56.0, 6.9
- OC1(c2cccc(F)c2)CCN(Cc2ccncc2)CC1
    2.5, 10.0, ·, 2.4, 1, -9.3, 0.0153, 30.0, ·
- O=C(NCCc1csc(-c2ccccc2)n1)c1ccc(Br)o1
    8.5, 5.2, 17.2, -1.7, ·, -14.8, 0.199, -15.1, -14.9
- CCCn1c(SCC(=O)NCC2CCCO2)nc2c1c(=O)n(C)c(=O)n2C (stereo unspecified)
    -0.6, 2.6, 6.6, -24.8, 1.1, -1.9, 0.419, -18.2, -3.3
- Cn1c(=O)oc2cc(S(=O)(=O)NCCC(=O)Nc3ccc4c(c3)OCCO4)ccc21
    -0.7, 7.2, ·, ·, 1.2, ·, -0.102, ·, ·
- Cc1ccccc1NC(=O)c1ccc(-c2ccc(Cl)cc2Cl)o1
    4.4, -2.4, -1.4, -1.7, 1.2, 13.5, -0.0589, 4.0, 3.2
- O=C1CC(N2CCC(c3nc4ccccc4s3)CC2)C(=O)N1 (stereo unspecified)
    -12.4, ·, 15.7, 3.8, 1.2, -5.4, 1.08, -23.9, 13.4
- COc1cccc(NC(=O)CN(c2ccc(C)cc2)S(=O)(=O)c2c(C)nn(C)c2C)c1
    -0.7[fluorescence artefact?], 5.7, -5.4, -15.8, 1.2, -12.9, -0.808, -23.1, -12.9
- O=C(CSc1nnc(-c2ccccc2F)o1)OCc1ccccc1
    8.3, 5.0, 9.9, 1.8, 1.2, -4.8, -1.81, 2.6, -7.1
- Fc1cccc(CSc2ncnc3c2oc2ccccc23)c1
    8.0, 7.3, 10.5, -22.6, 1, -6.5, -0.124, -31.0, -20.5
- CCn1c(N)c(C(=O)NCCOC)sc1=S
    21.8, -2.4, 11.3, 0.7, 1.1, -14.3, 0.074, 0.8, -11.3
- Cc1ccc(S(=O)(=O)N2CCN(S(=O)(=O)N3CCOCC3)CC2)c(C)c1
    15.3, 3.7, 3.9, 3.0, 1.1, 9.3, 0.14, -110.3, -22.7
- CC1(C)CC2(CCO1)OC(=O)CC2C(=O)NCCc1ccccc1 (stereo unspecified)
    3.1, -0.2, -3.3, -19.5, 1.3, 4.7, -0.455, -128.6, -5.4
- CN1C(=O)C(C(=O)NC(C)(C)C)C2c3ccccc3OC13CCCCC23 (stereo unspecified)
    -11.8, -2.0, 6.3, ?, 1, -0.6, 0.315, -3.9, -11.4
- CCn1c(N2CCN(C(=S)NC)CC2)nc2ccccc21
    ·, ·, 3.7, 3.1, ·, 0.2, -0.227, -30.3, -22.9
- CCOc1ccc(NC(=O)c2cnsn2)cc1
    -1.9, 10.4, 12.3, 12.4, ·, 7.3, -0.157, -40.8, -25.5
- CC1CC(C)CN(CCCNC(=O)Cn2ncc3c(=O)oc4ccccc4c32)C1 (stereo unspecified)
    -0.1, 2.6, 11.2, 15.5, 1, 3.8, -0.14, -4.3, -27.6
- CCN(CC)C(=O)CSc1nc(O)cc(=O)n1CC
    4.5, 9.2, -9.9, 14.7, 1.1, -12.5, 0.0124, 8.2, -20.9
- C/C(N)=C(/C#N)C(=O)CSc1nc2ccc(C)cc2[nH]1
    -6.1, -5.1, ·, ·, 1.2, ·, 0.0148, ·, ·
- COc1cc(C(=O)Nc2cccc(-c3nncn3C)c2)cc(OC)c1OC
    -1.1, 7.6, -9.2, 3.7, 1.1, 3.1, 1.38, -18.6, -8.5
- COC(=O)Oc1ccc(/C=N/NC(=O)CSCc2ccccc2Br)cc1OC
    ·, ·, 9.2, -13.7, ·, -1.3, 1.25, 5.7, 2.4
- CCOC(=O)Nc1sc(NS(=O)(=O)c2ccccc2)nc1C
    -6.4, 11.1, ·, ·, 1.1, -4.9, 0.153, -30.7, ·
- CCCC(c1nnnn1Cc1ccco1)N1CCN(C2CCCC2)CC1 (stereo unspecified)
    7.2, 4.7, ·, ·, 1.2, ·, 0.0123, ·, ·
- CCC(C(=O)c1ccccc1)N(C(=O)c1ccccc1Cl)N1C(=O)C2C3C=CC(C3)C2C1=O (stereo unspecified)
    ·, ·, 1.0, 24.5, ·, 11.9, ·, 0.8, -10.3
- CCCOc1ccc(C(=O)N2CCN(c3ccc(NC(=O)CC)cc3Cl)CC2)cc1
    -5.7, 3.9, 4.7, 6.9, 1.1, 5.9, 0.406, -43.1, ·
- CCOC(=O)Cc1csc(NS(=O)(=O)c2ccc3c4c(cccc24)C(=O)N3CC)n1
    -8.2, 8.0, ·, ·, 1.1, ·, -0.265, ·, ·
- CCN(CC)C(=O)C1CC(c2ccc(OC)cc2)=NO1 (stereo unspecified)
    2.6, 1.6, -9.4, -3.8, 1.5, 4.3, -0.169, 3.0, 2.7
- COCCCNC(=O)c1cccc(C(=O)NCCCOC)c1
    -0.7, 6.0, 3.0, 5.5, 1, -15.5, -1.55, 13.7, -21.3
- O=C(CN1C(=O)c2ccccc2C1=O)N1CCOCC1
    -14.7, 3.9, -21.5, 7.8, 1.3, -4.0, -0.66, 1.5, 20.8
- Cc1ccnc(N(C(=O)c2cccs2)C(=O)c2cccs2)c1
    6.8, 9.0, 13.3, -2.9, 1.1, -8.3, -0.149, -15.6, 24.2
- CCc1nc(NCC2CCCN2CC)c2nnn(Cc3ccccc3F)c2n1 (stereo unspecified)
    6.2, 2.6, ·, 5.0, 1.3, 1.6, 0.964, -28.1, ·
- O=C1c2ccc3c4c(ccc(c24)C(=O)N1c1ccc2ccccc2c1)CC3
    ·, ·, 16.3, -19.8, ·, -2.2, -0.0249, -17.7, 18.3
- O=C(c1ccc(F)cc1)c1c[nH]c(C(=O)NCc2ccco2)c1
    ·, ·, 5.6, 49.7, ·, 14.0, 0.206, 2.4, -18.0
- CC(NC(=O)/C(C#N)=C/c1cn[nH]c1-c1ccccc1)c1ccccc1 (stereo unspecified)
    ·, ·, -1.4, -27.5, ·, 2.3, 0.693, -79.3, -1.8
- COc1cccc(Cn2c(N)c(C#N)c3nc4ccccc4nc32)c1OC
    21.5[fluorescence artefact?], 10.2, 25.6, 3.0, 1, 14.3, 1.64, 13.3, 3.4
- CCc1cc(C(=O)OC)c(NC(=O)CCC(=O)O)s1
    2.4, 1.2, -14.4, -14.2, 1.1, 1.4, -0.0053, 3.4, 11.5
- Cc1cc(C)n(C2=NS(=O)(=O)c3ccccc32)n1
    -4.1, -2.6, 14.2, 22.2, 1, 1.4, -1.75, -8.2, -15.9
- Cc1nnc(NC(=O)CSCc2ccccc2)s1
    1.4, 7.5, 5.9, 4.0, ·, -35.9, -1.4, 4.4, -14.9
- Cc1ccc(CN2C(=O)CCC2C(=O)NCCCN2CCC(C)CC2)cc1 (stereo unspecified)
    -8.8, 6.8, 18.3, -11.6, 1.1, 7.3, -0.673, -9.3, 7.0
- CCCn1nc(Oc2nc(NCC)nc(NCC)n2)ccc1=O
    4.8, 5.3, 2.1, -43.6, 1.2, -5.7, -0.0591, -25.9, 26.6
- O=C(CSc1nnc(CNC(=O)c2ccccc2F)o1)c1ccc(Cl)cc1
    2.6, 10.1, 1.7, -10.2, ·, 3.8, 0.26, -14.3, -6.3
- CC(=O)c1cccc(NS(=O)(=O)c2ccc(N/C=C\C(=O)c3ccc(F)cc3)cc2)c1
    ·, ·, -5.7, 6.6, ·, 3.3, -0.255, -1.0, -15.5
- O=C(Nc1ccc2c(c1)nc1n2CCSC1)c1ccccc1
    -4.8, 9.6, -6.9, 2.9, 0.6, -7.6, -0.0092, -30.0, -2.5
- CCOC(=O)c1c(NC(=O)Cc2cccs2)sc(C(=O)NC2CCCCC2)c1C
    ·, ·, -26.1, 7.4, ·, 10.7, -0.514, -28.9, -33.0
- CC(C)Cn1c(SCC(=O)NCc2ccc(Cl)cc2)nnc1-c1cccc(S(=O)(=O)N2CCOCC2)c1
    1.8, 3.8, 5.2, -1.5, 1.1, 12.0, 0.432, -13.7, -4.6
- CCN1C(=O)N(C)C2(c3ccccc3)N(C)C(=O)N(C)C12c1ccccc1 (stereo unspecified)
    4.8[fluorescence artefact?], 8.8, 10.1, 8.5, 1.1, -1.4, -0.03, -7.1, 23.2
- CN1c2ccccc2Oc2c(c(=O)n(C)c(=O)n2C)C1c1cccc([N+](=O)[O-])c1 (stereo unspecified)
    -4.5, 6.0, -0.9, -2.0, 1.1, 6.8, -0.428, -6.9, 2.9
- CCCCCC(=O)Nc1ccc(N2CCN(C(=O)c3ccccc3)CC2)cc1
    -0.3, 3.7, -3.5, 7.8, 1, 9.1, 0.00876, 8.9, -15.5
- CCOC(=O)CSC1=C(C#N)C(c2ccco2)C(C(=O)Nc2cccc(C(F)(F)F)c2)=C(C)N1 (stereo unspecified)
    6.2, 5.9, 2.6, -8.7, 1.2, 7.8, -0.0403, 8.9, 5.9
- CC(C)Cc1nc2sc3c(NCc4ccco4)ncnc3c2c2c1COC(C)(C)C2
    ·, ·, 8.7, 3.3, ·, 4.7, 0.035, -27.6, -4.2
- O=C(C1CCN(c2nnc(-n3cccc3)s2)CC1)N1CCN(Cc2ccc3c(c2)OCO3)CC1
    -9.9, 1.3, ·, ·, 1, ·, 0.761&0.669, ·, ·

In the list so far, these contain bromine.
Order of results: Smad3 inh, Candida biofilm, VCAM1 TNFa inh, F-actin modifier, MT1-MMP txn act, LYP inh 2, hDAT+cocaine, HUVEC tox IL1B, HUVEC tox TNFa
- O=C(NCCc1csc(-c2ccccc2)n1)c1ccc(Br)o1
    8.5, 5.2, 17.2, -1.7, ·, -14.8, 0.199, -15.1, -14.9
- COC(=O)Oc1ccc(/C=N/NC(=O)CSCc2ccccc2Br)cc1OC
    ·, ·, 9.2, -13.7, ·, -1.3, 1.25, 5.7, 2.4
